C2C12 statin: suppressors of statin myotoxicity in C2C12 myotubes, primary screen, cell-based, single point, plate reader. C2C12 myotubes + simvastatin, ATP luminescence, 48 h; scaled: DMSO 0, geranylgeraniol control 100. rescue of ATP level, % at 7.49 µM. 0.78% of 330,000 active. AID 602340, 2012;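 active = mean ATP rescue above about 67%, or every replicate alone reaching that limit, limit read from the data, passing the limit was not always enough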;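 also: myotubes were challenged with 10 µM simvastatin during compound exposure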
PglD DTNB: C. jejuni PglD acetyltransferase inhibitors, primary screen, biochemical, DTNB colorimetric, single point; 0.098% of 360,000 active; inhibition, % at 12.5 µM; purified PglD enzyme, DTNB colorimetric CoA detection; in the data active = inhibition above about 16%, passing the limit was not always enough; also: strong numbers were not always called active
Starred values were filed as active, the others as inactive.

The opening 2 compounds as a preview:
Value order: C2C12 statin, PglD DTNB
> CCOC(=O)C1=C(C)NC(C)=C(C(=O)OCC)C1C(=O)OCC(=O)c1ccc2c(c1)OCCO2
→ 11, 0
> CCC1=NN=C(c2ccc(F)cc2)C(c2c[nH]c3ccccc23)N1O (stereo unspecified)
→ 39, -6

The listing, repeating the preview:
Value order: C2C12 statin, PglD DTNB
> CCOC(=O)C1=C(C)NC(C)=C(C(=O)OCC)C1C(=O)OCC(=O)c1ccc2c(c1)OCCO2
→ 11, 0
> CCC1=NN=C(c2ccc(F)cc2)C(c2c[nH]c3ccccc23)N1O (stereo unspecified)
→ 39, -6
> Fc1ccc(N2CCN(C(c3cccs3)c3nnnn3C3CCCC3)CC2)cc1 (stereo unspecified)
→ 17, -1
> CS(=O)(=O)N(CC(=O)Nc1ccc(F)cc1F)c1cccc([N+](=O)[O-])c1
→ -2, -1
> O=C(CCn1c(=O)oc2ccccc21)N1CCCCCC1
→ 3, 0
> Cc1cccc(NS(=O)(=O)c2cc(C(=O)N3CCc4ccccc4C3)ccc2Cl)c1C
→ 9, -1
> O=C(CCc1ccccc1)Nc1nc2ccc(S(=O)(=O)N3CCOCC3)cc2s1
→ -10, -12
> O=C(NC1=NCCS1)[C@H](Cc1ccccc1)N1C(=O)c2ccccc2C1=O
→ 0, 1
> CCC1CCCCN1C(=O)Cn1c(C(=O)OC)cc2ccsc21 (stereo unspecified)
→ 22, -1
> CN1CCCCc2c1nc1ccccc1c2N (tested in a mixture with another compound)
→ 4, 5
> O=S(=O)(c1cc(Cl)ccc1Br)N1CCCCC1
→ -2, -2
> COC(=O)C1=C(C)N=C2SC(C#N)=C(N)N2C1c1ccc(OCc2ccccc2)cc1 (stereo unspecified)
→ -23, 3
> Cc1cccnc1N(C(=O)Nc1ccccc1)C1=NCC(C)(C)S1
→ -11, 6
> O=C1CN(C(=O)CSc2nncn2-c2ccccc2)c2ccccc2N1
→ 0, 3
> CC(C)c1nnc(NC(=O)CN(C)S(=O)(=O)c2ccc3c(c2)OCCO3)s1
→ 8, 6
> O=C(CSc1nc(-c2ccccc2)c(-c2ccccc2)o1)Nc1nnc(-c2ccccc2)s1
→ 9, -3
> Cc1ccc(S(=O)(=O)Nc2cc(NC(=O)CN3CCOCC3)ccc2Cl)cc1
→ -1, 0
> O=C1CNC(=S)N1Cc1ccc(F)cc1
→ 2, -1
> NC(=O)C(c1ccccc1)C1CCCCC1 (stereo unspecified)
→ 10, -8
> COC(=O)c1cccc(C(=O)Nc2ccc(F)cc2)n1
→ -4, -1
> CC(=O)c1c(C(C)=O)c(C)n(-c2nc(-c3cccs3)c(C)s2)c1C
→ 31, 3
> COCc1nc2ccccc2n1CCCOc1ccccc1
→ 127*, 1
> Cc1cc(C)c(NC(=O)Cn2nnc(C(=O)NCc3cccs3)c2N)c(C)c1
→ -3, 0
> CN(CCOc1ccc(-c2ccn(S(=O)(=O)c3cccc4ccccc34)n2)cc1)c1ccccn1
→ 31, -2
> C=C(C)C1CC=C(C)/C(=N/NC(=O)c2ccoc2C)C1 (stereo unspecified)
→ -5, -1
> CCN(CCCNC(=O)C1CCN(S(=O)(=O)c2cnc[nH]2)CC1)c1cccc(C)c1
→ -10, -2
> Cc1cc2ccccn2c1C(=O)c1nc(N2CCOCC2)ncc1Cl
→ 3, -3
> COc1cc(S(=O)(=O)NC2CCCC2)ccc1F
→ 11, 0
> O=C1COc2ccc(C(=O)CSc3nnc(-c4cccs4)n3Cc3ccccc3)cc2N1
→ -7, -5
> COC(=O)c1cc(Cl)c(NC(=O)c2ccc(C(C)(C)C)cc2)cc1OC
→ -18, -4
> CC(NC(=O)CN1CCCC1)C12CC3CC(CC(C3)C1)C2 (stereo unspecified)
→ 8, 0
> CC(/C=N/NC(=O)Cc1cc(=O)[nH][nH]1)=C\c1ccccc1
→ 15, 2
> CCOC(=O)C1CCN(C(=O)CCn2c(=O)[nH]c3ccccc3c2=O)CC1
→ -10, 3
> Cc1cc(C(F)(F)F)n(-c2nc(C(=O)NNS(=O)(=O)c3ccccc3)cs2)n1
→ -2, 0
> Cc1ccc2cc3cc(C(=O)NCCCN4CCCCCC4)oc3nc2c1
→ -5, 3
> C=CCNC(=O)NC(=O)COC(=O)CCCSc1nc2ccccc2[nH]1
→ 14, -4
> Cc1ccc(NC(=O)c2ccc(CSc3ccccn3)cc2)cc1
→ -65, 8
> CCCN(CCC)Cc1cc2ccccc2c2c1COC2
→ -5, -3
> COc1ccc(C2CC(c3ccc(OC)cc3)n3nc(NC(=O)c4ccco4)nc3N2)cc1 (stereo unspecified)
→ 7, 4
> COc1ccc(NC(=O)CN2CCC(C(N)=O)CC2)cc1
→ 2, -1
> O=S(=O)(c1ccc(N2CCN(S(=O)(=O)c3ccc4c(c3)OCCO4)CC2)nc1)N1CCCC1
→ -24, -3
> c1coc(CNc2c3c(nc4ccccc24)CCC3)c1
→ -23, -9
> CS(=O)(=O)Nc1ccccc1C(=O)Nc1ccc2c(c1)OCCO2
→ -8, -8
> C/C=C/Cn1c(SCc2ccccc2)nc2c1c(=O)[nH]c(=O)n2C
→ 116*, -3
> CCn1c(SCc2ccc(F)cc2)nnc1-c1nn(-c2ccccc2)ccc1=O
→ 6, -1
> COc1cc(-c2nnc(SCc3ccccc3Cl)o2)cc(OC)c1OC
→ 15, 0
> CCCNC(=S)Nc1ccc(Nc2ccccc2)cc1
→ 0, -2
> CCOC(=O)C1=C(C)NC2=C(C(=O)CC(c3ccc(OC)c(OC)c3)C2)C1c1ccc(C)o1 (stereo unspecified)
→ -35, -3
> Cc1ccc2nc(/C(C#N)=N/O)[nH]c2c1
→ -1, 38*
> O=C(c1coc(=O)c(Br)c1)N1CCCc2ccccc21
→ -1, -2
> O=C1COc2ccccc2CN1
→ -11, 2
> COc1ccc(C(=O)N2CCN(S(=O)(=O)c3ccc(Cl)cc3)CC2)cc1OC
→ -2, 3
> O=S(=O)(N1CCOCC1)N1CCCN(S(=O)(=O)N2CCOCC2)CC1
→ -1, -1
> Cc1ccnc(SCC(=O)O)n1
→ -4, -4
> COc1ccc(-c2csc(Nc3ncccc3C)n2)cc1OC
→ -16, -1
> CCCc1nc(SCC(=O)Nc2nnc(CC)s2)c2c(C)c(C)sc2n1
→ -6, 2
> O=C1CC(c2ccccc2)CC(O)=C1C=NCc1ccccc1Cl (stereo unspecified)
→ -55, 4
> CCc1nnc(NC(=O)CSc2nnc(-c3ccoc3C)n2-c2ccccc2)s1
→ 31, 2
> COc1ccc(-n2c(C)nc3c(cnn3-c3ccccc3)c2=O)cc1
→ -2, 3
> Cn1c(CSCc2ccccc2)n[nH]c1=S
→ -3, 2

7 compounds out of the list above, arranged by the value under PglD DTNB, lowest first:
Compound | PglD DTNB
c1coc(CNc2c3c(nc4ccccc24)CCC3)c1 | -9
CS(=O)(=O)Nc1ccccc1C(=O)Nc1ccc2c(c1)OCCO2 | -8
O=S(=O)(c1ccc(N2CCN(S(=O)(=O)c3ccc4c(c3)OCCO4)CC2)nc1)N1CCCC1 | -3
CCCNC(=S)Nc1ccc(Nc2ccccc2)cc1 | -2
CCn1c(SCc2ccc(F)cc2)nnc1-c1nn(-c2ccccc2)ccc1=O | -1
COc1cc(-c2nnc(SCc3ccccc3Cl)o2)cc(OC)c1OC | 0
O=C1CC(c2ccccc2)CC(O)=C1C=NCc1ccccc1Cl (stereo unspecified) | 4

Following part:
Value order: C2C12 statin, PglD DTNB
> Cc1cccc(C)c1NC(=O)C(c1ccccc1)N1CCC1=O (stereo unspecified)
→ -1, -3
> Clc1ccccc1Sc1cnc2ccccc2n1
→ 2, 2
> Cc1ccc(C)c(C(=O)CN2C(=O)c3ccccc3S2(=O)=O)c1
→ 1, 4
> CN1CCN(C2=Cc3ccccc3Sc3cc(F)ccc32)CC1
→ 110*, 4
> CC(CCc1ccccc1)NCc1ccncc1 (stereo unspecified)
→ 6, -2
> CN(C)c1ccc(/C=N/N2C(=S)SC(C)(C)C2N(O)C(=O)Nc2ccc([N+](=O)[O-])cc2)cc1 (stereo unspecified)
→ 11, -1
> Cn1c(SCC(=O)NCc2cccs2)nnc1-c1ccc(S(=O)(=O)N2CCCC2)cc1
→ 27, 2
> COC(=O)c1cc(=O)n2c(-c3ccc(OC)cc3)csc2n1
→ 1, -2
> N#CCSc1ncnc2sc3c(c12)CCC3
→ 1, 5
> CC(=O)c1ccc(N2CCN(c3ccc(S(=O)(=O)N4CCN(C)CC4)cn3)CC2)cc1
→ 0, -1
> CS(=O)(=O)N(CC(=O)NCC1CCCO1)Cc1ccc(Cl)cc1 (stereo unspecified)
→ 0, -1
> COc1ccc(N2CCCn3c2nc2c3c(=O)n(Cc3ccc(F)cc3)c(=O)n2C)c(OC)c1
→ -3, -1
> Cc1cccc(NC(=O)c2sc(NC(=O)c3ccco3)c(C#N)c2C)c1C
→ -2, -3
> Cc1cc(C(=O)COc2cccc(-n3cnnn3)c2)c(C)n1-c1ccccc1
→ -19, -2
> Cc1cccc(C)c1-n1c(C)cc(/C=N\Nc2ccc([N+](=O)[O-])cn2)c1C
→ 163*, -1
> Cc1cc(C)cc(OCCCOc2cccc3cccnc23)c1
→ 13, -1
> COc1cc(C(=O)N2CCC(C(=O)Nc3cccc(C(C)=O)c3)CC2)cc(OC)c1OC
→ 1, -3
> CN1CCC(N(C)C(=O)COc2ccccc2-c2ccccc2)CC1
→ -18, 4
> CCOC(=O)C1CCCN(S(=O)(=O)c2ccc(F)c(C(=O)Nc3ccc(F)c(F)c3)c2)C1 (stereo unspecified)
→ -14, -2
> CCCC1S/C(=N/N=C/c2cccs2)NC1=O (stereo unspecified)
→ 11, -4
> CCOC(=O)COc1c(OC)cc(Cl)cc1C1NC(=O)NC(C)=C1C(C)=O (stereo unspecified)
→ 25, 2
> O=c1cc(-c2ccco2)oc2c1ccc1ccccc12
→ 103*, 0
> Cc1ccc(-n2ncc3c(=O)n(-c4ccc(C)c(C)c4)c(C)nc32)cc1
→ -5, -3
> CCOc1ccc(S(=O)(=O)NCc2ccc(C)cc2)c2cccnc12
→ -4, -4
> CCSc1nc(O)c(C2OC(=O)c3c2ccc(OC)c3OC)c(=O)n1-c1ccccc1 (stereo unspecified)
→ -6, 5
> O=C(CSc1ncn(-c2ccccc2)n1)Nc1ccc(Br)cn1
→ 0, 7
> CCOC(=O)C(CC)Sc1nnc(COc2ccc(C)cc2)n1-c1ccccc1 (stereo unspecified)
→ 11, -1
> COc1ccc(OC)c(C(=O)COC(=O)c2ccc(C)o2)c1
→ 14, -3
> CSc1cccc(NC(=O)C(C)Sc2ccc(C)cc2)c1 (stereo unspecified)
→ -2, 5
> COc1ccc(C(=O)NCC(=O)N2CCC(C)CC2)cc1OC
→ 90*, -6
> C=CCc1c(C)nc(SC)nc1Nc1ccc(C(=O)O)cc1
→ -9, -9
> CC(Nc1ccccc1)c1cc(Cl)ccc1O (stereo unspecified)
→ 35, 2
> CCN(CC)S(=O)(=O)c1cccc(C(=O)NCC(=O)OCC(=O)NCc2ccccc2)c1
→ -12, -1
> CCOc1ccc(C(=S)N2CCOCC2)cc1
→ -20, -14
> COc1ccc(NC(=O)CSc2nnc(N)s2)cc1
→ 8, -6
> Cc1ccc(NC(=O)COC(=O)COc2ccc(Cl)cc2C)c([N+](=O)[O-])c1
→ -1, 9
> O=C(NCCN1CCN(c2ccccc2)CC1)c1cccn2c(=O)c3cc(Cl)ccc3nc12
→ 8, -2
> COc1cccc(NC(=O)CCNC(=O)c2ccccc2Cl)c1
→ 2, 8
> CCN(CC)c1nc2c(s1)C(=O)CC(C)(C)C2
→ -1, 6
> COc1ccc(Cl)cc1NC(=O)CN(c1ccccc1)S(=O)(=O)N(C)C
→ 7, 1
> CC1(C)N=C(N)N=C(N)N1c1ccc(F)cc1F
→ 104*, 7
> Cc1cc(NC(=O)CSc2ccc(-c3nc4cc(C)c(C)cc4[nH]3)cn2)no1
→ -11, -1
> COc1ccc(Nc2nc(N3CCCCC3)nc(N3CCCCC3)n2)c(OC)c1
→ 0, 2
> Cn1nnnc1Sc1ncnc2scc(-c3ccc(F)cc3)c12
→ -4, 7
> O=C(NNC(=O)c1ccccc1F)c1cccc(Cl)c1
→ -2, -2
> COc1ccc(/C=C2\N=C(SC)SC2=O)cc1OC
→ 107*, 3
> Nc1nnc(SCCN2C(=O)c3ccccc3C2=O)s1
→ 5, -4
> Cc1cc(C(F)(F)F)c(C#N)c(Sc2ccccc2)n1
→ 15, 5
> CCOC(=O)C1CCN(C(=O)N2CCOCC2)CC1
→ 3, -2
> COc1ccc(OC)c(NC(=O)Cc2coc3cc(C)cc(C)c23)c1
→ 13, -8
> O=c1[nH]c2ccc(S(=O)(=O)Nc3ccc(-c4nnc5n4CCCCC5)cc3)cc2o1
→ 2, -3
> CC1CCc2c(C(=O)NCC3CCCO3)csc2C1 (stereo unspecified)
→ 13, -4
> CC(C)CCn1nnnc1C(c1ccc(F)cc1)N1CCC(C(N)=O)CC1 (stereo unspecified)
→ -8, -4
> COc1ccc(CNS(=O)(=O)c2ccc3c(c2)CCN3C(=O)C2CC2)cc1
→ 0, 5
> COc1ccc(-c2n[nH]c(C(F)(F)F)c2-c2cc3ccccc3o2)c(O)c1
→ -234, 2
> O=C(Nc1ccc(Cl)c(Cl)c1)C1CC(=O)N(c2ccc(Br)cc2)C1 (stereo unspecified)
→ -5, -3
> O=S1(=O)CCC(SCc2nc3sccn3c2Br)C1 (stereo unspecified)
→ 4, -2
> CCn1ncc(/C=C/C(=O)Nc2c(C)nn(Cc3ccc(Cl)cc3Cl)c2C)c1C
→ 11, -2
> CCN(CC)CCN(Cc1cc2cc(C)ccc2[nH]c1=O)C(=O)Nc1ccccc1OC
→ 3, -5
> CC(c1ccco1)N(C(=O)C12CC3CC(CC(C)(C3)C1)C2)c1ccccn1 (stereo unspecified)
→ 0, 0
> Cc1ccc(C(=O)c2ccccc2C(=O)OCC(=O)NCCc2ccccc2)cc1
→ -3, 0
> CCC(=O)N1CCc2cc(S(=O)(=O)NCCCN3CCN(Cc4ccccc4)CC3)ccc21
→ 156*, 0
> O=C(NCc1ccco1)Nc1ccccc1Cl
→ -2, 0

Not all compounds are listed; rates above refer to the full screens.
